12-hLO inh – qHTS Assay for Inhibitors of 12-hLO (12-human lipoxygenase) | Polyunsaturated fatty acid lipoxygenase ALOX12 (Homo sapiens), P18054 | purified 12-hLO, xylenol orange hydroperoxide absorbance | Potency, µM (doses to about 57.1 µM), for the others: at the highest dose activity change, negative = inhibition, most hits filed as inhibitors | 150,000 tested, 0.12% active | AID 1452, 2008; further: potency means the concentration at half of the fitted maximal effect; nearly all actives have a fitted effect of over 55% in size; many of its hits are not listed in these tables
Target sequence (P18054 whole entry, looked up): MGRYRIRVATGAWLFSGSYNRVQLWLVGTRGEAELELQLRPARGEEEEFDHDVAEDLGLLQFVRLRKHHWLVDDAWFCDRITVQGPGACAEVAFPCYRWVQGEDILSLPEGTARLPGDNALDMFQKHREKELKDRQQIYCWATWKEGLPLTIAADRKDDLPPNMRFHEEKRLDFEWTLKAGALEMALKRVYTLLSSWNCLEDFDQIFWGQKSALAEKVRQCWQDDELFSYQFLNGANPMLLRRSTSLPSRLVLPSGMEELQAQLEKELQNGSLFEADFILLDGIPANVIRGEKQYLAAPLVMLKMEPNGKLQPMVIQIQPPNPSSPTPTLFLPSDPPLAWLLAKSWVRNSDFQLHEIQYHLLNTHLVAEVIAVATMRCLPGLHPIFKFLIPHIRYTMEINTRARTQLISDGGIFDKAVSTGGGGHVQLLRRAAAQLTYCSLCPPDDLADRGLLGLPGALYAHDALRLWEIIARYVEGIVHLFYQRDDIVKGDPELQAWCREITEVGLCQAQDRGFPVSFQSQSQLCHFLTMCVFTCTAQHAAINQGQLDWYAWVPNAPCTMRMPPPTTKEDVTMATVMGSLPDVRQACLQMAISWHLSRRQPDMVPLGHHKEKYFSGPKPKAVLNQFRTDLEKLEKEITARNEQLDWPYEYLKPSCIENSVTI
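150 nM 12hLO, 25 mM Hepes pH 7.0 + 0.01% Triton X-100; cpd preinc 15 min RT; 40 uM arachidonic acid, 30 min RT; Fe-XO 30 min; A573/A405 ratio as read-out.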
IMPase cell inh – qHTS Assay for Identifying the Cell-Membrane Permeable IMPase Inhibitors; AID 901, 2007; Inositol monophosphatase 1 (Rattus norvegicus), P97697; CHO-M1 cells, IP1 accumulation, HTRF TR-FRET ratio; inhibition (IP1 accumulation), % at 46.1 µM; 120,000 tested, under 10 active; active means well fitted curve in the direction sought with a large enough effect in the signal ratio, not every such curve was filed as active; inconclusive means small, poorly fitted or top-dose-only effect, or a change in a side signal; inactive means no such curve, though single readings can be large or run the other way; the % refers to the signal ratio;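 further: cells stimulated with carbachol in lithium chloride buffer; plate controls were DMSO basal wells for no effect and reference inhibitor wells for full effect; higher means more IMPase inhibition seen as more IP1 and lower FRET ratio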
Target sequence (P97697 whole entry, looked up): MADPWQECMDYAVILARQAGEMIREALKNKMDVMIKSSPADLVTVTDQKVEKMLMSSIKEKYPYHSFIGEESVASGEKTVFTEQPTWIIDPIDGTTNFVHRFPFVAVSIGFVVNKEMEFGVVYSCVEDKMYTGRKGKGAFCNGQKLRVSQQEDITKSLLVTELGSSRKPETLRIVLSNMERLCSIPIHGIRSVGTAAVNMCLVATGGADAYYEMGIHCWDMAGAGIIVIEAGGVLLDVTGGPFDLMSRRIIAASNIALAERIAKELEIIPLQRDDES
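CHO-M1 cells (CHO stably expressing M1 receptor), compound up to 46 uM final, stimulated with carbachol (50 uM as added) in buffer with 50mM LiCl, pH 7.4, 30 min at 37C. Cytosolic IP1 read by TR-FRET; AC50 from Hill fits.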
PNC assembly inh – High Content Assay for Compounds that inhibit the Assembly of the Perinucleolar Compartment | AID 2417, 2010 | activity change (PNC), negative = inhibition, % at 10 µM | PC3M PTB-GFP, PNC prevalence imaging, 16 h; active compounds read low | 140,000 tested, 3.1% active;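 active means readout at or below -70, meaning at least 70% loss of cells showing the perinucleolar compartment, a nuclear body marking cancer cells; inconclusive means readout between -30 and a set limit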;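 further: plate controls were DMSO wells for no effect and camptothecin positive control wells for full effect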
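Compounds are pinned in duplicate onto adhered PC3M cells stably expressing GFP-tagged PTB and incubated 16 h at 37 C. Cells are then fixed, nuclei stained with Hoechst, and PNC-positive cells counted.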
15-hLO-2 inh – qHTS Assay for Inhibitors of 15-hLO-2 (15-human lipoxygenase 2). purified 15hLO-2, xylenol orange hydroperoxide absorbance. 110,000 tested, 0.56% active. Polyunsaturated fatty acid lipoxygenase ALOX15B (Homo sapiens), O15296. Potency, µM (top dose mostly 57.1 µM), without a hit: at the highest dose activity change, negative = inhibition, most hits filed as inhibitors; further: potency means the concentration at half of the fitted maximal effect; nearly all actives have a fitted effect of over 60% in size; many of its hits are not listed in these tables
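Screening format was qHTS against 50 nM purified 15hLO-2 in Hepes pH 7.5 with detergent. Activity follows hydroperoxide formation from 45 uM arachidonic acid, measured as 573:405 nm absorbance ratio of the ferric-xylenol orange complex.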
Active calls of the source: *; ? = inconclusive; · = no result given; [ ] = remark or other dose. Unless noted, the call rests on the fitted dose curve; in most records, active means well fitted curve in the direction sought with a large enough effect; inconclusive means small, poorly fitted or top-dose-only effect, or another doubt; inactive means no such curve, though single readings can be large; an effect the other way counts as inactive or inconclusive. Unless noted, on the % scale 0 is the no-effect control and ±100 the full control effect. The list is partial; rates above refer to the full screens.

Start of the listing, in advance:
SMILES | 12-hLO inh | IMPase cell inh | PNC assembly inh | 15-hLO-2 inh
CN1C(=O)CSc2ccc(NC(=O)N3CCOCC3)cc21 | -10% | 8 | ? | -2%
CCCCN1C(=O)C(O)=C(C(C)=O)C1c1ccccc1 (stereo not given) | 9% | -23 | 3 | 17%

The listing, previewed entries included:
SMILES | 12-hLO inh | IMPase cell inh | PNC assembly inh | 15-hLO-2 inh
CN1C(=O)CSc2ccc(NC(=O)N3CCOCC3)cc21 | -10% | 8 | ? | -2%
CCCCN1C(=O)C(O)=C(C(C)=O)C1c1ccccc1 (stereo not given) | 9% | -23 | 3 | 17%
O=C1C(Cl)=C(N2CCCCC2)C(=O)C(Cl)=C1c1cnc(N2CCCCC2)s1 | -15% | 15 | ? | ·
Cc1ccc2nc(SC(C(=O)c3ccccc3)c3ccccc3)nc(C)c2c1 (stereo not given) | -1% | · | -27 | ·
Cn1ccnc1C[C@@](C)(O)c1ccccc1 | 7%[11.4 µM] | · | · | 1%[11.4 µM]
Nc1ccc(C(=O)c2cccs2)cc1 | 0% | · | 13 | ·
COc1ccc(Cn2c(-c3ccc(OC)cc3)nc3c(c(=O)c4ccccc4n3C)c2=O)cc1 | 0% | ? | -8 | ·
C[N+](C)(C)CC(=O)N/N=C\c1c(O)ccc2ccccc12 | -9%[11.4 µM] | · | · | 6%[11.4 µM]
Cc1cc(-c2n[nH]c(=S)n2-c2ccccc2)nn1C | 0% | -14 | 0 | ·
Cc1cc(C)cc(NC(=O)CSc2ncc(S(=O)(=O)c3ccccc3)c(=O)[nH]2)c1 | 2% | · | 36 | ·
Cc1ccc(Nc2ccc([N+](=O)[O-])nc2[N+](=O)[O-])cc1 | -12% | 5 | 1 | -13%
Cc1c(NC(=O)c2ccc3ncccc3c2)c(=O)n(-c2ccccc2)n1C | 1% | 8 | 0 | -6%
CC(=O)c1cc2c(cc1NC(=O)CN1CCCCC1C)OCO2 (stereo not given) | 0% | 5 | 19 | -16%
O=C(OCCN1C(=O)c2cccc3c(N4CCOCC4)ccc(c23)C1=O)c1ccc(Cl)cc1Cl | 2% | -2 | -98* | ·
CCn1c2ccccc2c2nn(C)c(=N)nc21 | 1% | 20 | 28 | 4%
CCCOC(=O)NC1CCS(=O)(=O)C1 (stereo not given) | 2% | 3 | ? | -5%
Cc1ccc(C(C)C)cc1S(=O)(=O)NCc1cccnc1 | -1% | 9 | -8 | 1%
CC1CCCCC1NC(=O)CN1C(=O)NC(Cc2ccccc2)(Cc2ccccc2)C1=O (stereo not given) | -5% | 2 | -19 | -6%
CCN(CC)C(=O)CSC1=Nc2ccccc2C2=NC(Cc3c[nH]c4ccccc34)C(=O)N12 (stereo not given) | 0% | 7 | 8 | -14%
CC(C)NC(=O)c1ccc(CNC(=O)OCC(F)(F)F)cc1 | 7% | -3 | 27 | 5%
O=C(Nc1ccc(O)c2c(=O)cc(-c3ccccc3Cl)oc12)c1ccc(Br)cc1 | -11%[0.00818 µM] | · | · | ?
COc1ccc(OCC(=O)N2CCN(C(=O)COc3ccccc3)CC2)cc1 | -3% | 2 | 41 | -4%
Cc1cccc(C2Nc3ccccc3C(=O)N2CCc2ccccc2)n1 (stereo not given) | -6% | ? | 10 | 6%
CC(=O)NCCn1c(SCC(=O)NCc2ccco2)nc2ccccc2c1=O | 1% | -14 | -12 | -7%
CCOc1ccc(N/C=C/C(=O)c2ccc3ccccc3c2)c([N+](=O)[O-])c1 | 4% | 2 | 33 | -6%
O=c1nc2scc(-c3ccccc3)n2c2ccccc12 | -1% | -19 | -23 | 3%
COc1cccc(CN(C)CC(=O)NC(=O)NCc2ccco2)c1 | -1% | -3 | ? | -7%
CC1CCCC(C)N1C(=O)CSc1nnc(-c2c[nH]c3ccccc23)o1 (stereo not given) | 6% | -4 | -9 | -11%
COC(=O)c1c(NC(=O)CN2C(=O)NC3(CCC(C(C)(C)C)CC3)C2=O)sc2c1CCCCC2 (stereo not given) | 2% | 3 | ? | ·
CSCC(=O)NS(=O)(=O)c1ccc(C)cc1 | 1% | · | -3 | ·
CCOc1cc(C=C2C(=O)c3ccccc3C2=O)ccc1OCC(=O)Nc1ccc(C)cc1 | 14% | -25 | 28 | ·
COc1ccc(-c2noc(COc3ccc(Cl)c(C)c3)n2)cc1 | -4% | -3 | -12 | -3%
COc1ccc(/C=N/NC(=O)c2cc(Br)ccc2O)cc1Cn1cc(Cl)cn1 | 1% | · | 3 | ·
Cc1ccc(NC(=O)CSc2nccn2C)cc1S(=O)(=O)N1CCOCC1 | 2% | · | ? | ·
CCOc1cc(Br)c(C(=O)O)cc1OCC | 2% | -5 | -17 | 2%
COc1cccc(C(=O)Nc2cccc(C(C)=O)c2)c1 | -3% | · | 18 | ·
Cc1ccc(C(=O)c2coc3cc([N+](=O)[O-])c(O)c([N+](=O)[O-])c23)cc1 | -8% | 10 | 43 | ·
CC(C)Cc1cc(C(=O)NCc2cccs2)no1 | -4% | ? | -9 | -4%
Cc1cc(C(F)F)n2nc(C(=O)Nc3cccnc3Cl)nc2n1 | 2% | 13 | -14 | -3%
CO/N=C/NC(=O)Cc1cn(-c2ncc(C(F)(F)F)cc2Cl)c2ccccc12 | -8% | 7 | 31 | 5%
O=[N+]([O-])c1ccc(N2CCOCC2)cc1NC(c1ccccc1)c1ccccc1 | -5% | · | ? | ·
CCN(CC)c1ccc(/C=N/n2nnnc2N)c(O)c1 | -8% | 15 | -120* | -3%
COc1ccc(NC(=O)CCn2cccc2)cc1 | -9% | 5 | 2 | -2%
O=C(CN(C1CCCCC1)S(=O)(=O)c1ccc(Cl)cc1)NCc1ccncc1 | -11% | 4 | -100* | 2%
CCc1nnc(NC(=O)C2CCCN2S(=O)(=O)c2ccc(F)cc2)s1 (stereo not given) | -6% | -4 | 21 | -6%
COC(=O)C1=C(C)N=C2SC(C)C(=O)N2C1c1cccc(F)c1 (stereo not given) | -2% | 6 | 3 | -17%
CN(C)CCN(C(=O)/C=C/c1cccs1)c1nc2c(F)cc(F)cc2s1 | -4% | · | -30 | ·
CC1=NN(C(=O)c2csc(C)c2)C(O)(C(F)(F)F)C1 (stereo not given) | -1% | -1 | -28 | -7%
Cc1ccccc1C(=O)O/N=C(\N)c1ccncc1 | 1% | · | ? | ·
CC(CC(=O)Nc1cc(C(F)(F)F)ccc1Cl)c1ccccc1 (stereo not given) | -4% | -1 | -20 | -7%
CC(=O)N1CC2(C)CN(C(C)=O)CC(C)(C1)C2O (stereo not given) | -12% | 21 | 33 | 3%
Oc1c(C(c2cccs2)N2CCN(c3cccc(Cl)c3)CC2)sc2ncnn12 (stereo not given) | 2% | 1 | ? | -6%
CCOC(=O)c1ccc(CC(=O)c2oc3cc(O)ccc3c2C)o1 | -22% | -4 | 16 | ?
CCOc1ccc(NC(=O)Cn2nnc(C(=O)NCCc3ccc(OC)c(OC)c3)c2N)cc1 | -10% | 0 | ? | 19%
O=C(Nn1c(-c2ccccc2)nc2ccccc2c1=O)c1ccco1 | -3% | 0 | -14 | 2%
Cc1ccnc(N/C=C(\C#N)c2nc(-c3cccc(Br)c3)cs2)c1 | -3% | 1 | 28 | -2%
CC1CN(C(=O)c2cccs2)CCN1C(=O)c1cccs1 (stereo not given) | 0% | 7 | -18 | 5%
CC(C)C(C(=O)NCC1CCCO1)N(Cc1ccco1)C(=O)CNS(=O)(=O)c1ccccc1 (stereo not given) | 0% | -5 | -21 | 0%
C=CCc1cc(Cl)ccc1OCCCNC(C)CC (stereo not given) | 1% | · | -3 | ·
Cc1ccc(C)n1-c1cccc(C(=O)O)c1 | -1% | 5 | 47 | 33%[activator]
More compounds follow.
SMILES | 12-hLO inh | IMPase cell inh | PNC assembly inh | 15-hLO-2 inh
Cn1c(=O)n(CCc2ccccc2)c(=O)c2c1nc1n2CCCN1c1ccccc1 | 6% | 5 | ? | -4%
O=C(NC(Cc1ccccc1)C(=O)N1CCCC1C(=O)O)c1ccccc1 (stereo not given) | -4% | 0 | 25 | 5%
CC(C)(C)c1ccc(O)c(O)c1 | -14% | · | · | 5µM*
COc1ccccc1CNC(=O)CS(=O)Cc1nc(-c2ccccc2C)oc1C (stereo not given) | -1% | -6 | 1 | -5%
Cc1ccc2nc(C)c(C(=O)N/N=C/c3ccc(N4CCOCC4)cc3)cc2c1 | -3% | · | 14 | ·
COc1ccc(/C=C/C(=O)c2ccc(O)cc2)cc1CN1CCOCC1 | 0% | · | 16 | ·
CCCCOc1ccc(C(=O)NCC(=O)OCC(=O)N2CCN(S(=O)(=O)c3ccc(C)cc3C)CC2)cc1 | -17% | · | 25 | ·
COc1cccc(-n2nc(C(=O)O)c3ccccc3c2=O)c1 | 0% | -2 | -23 | 1%
CC(C)CCNC(=O)C(=O)NCCC1=CCCCC1 | -1% | · | 45 | ·
CCN1C(=C2C(=O)c3ccccc3C2=O)C=Cc2ccccc21 | -13% | -5 | -10 | -20%
CCOC(=O)c1c(C)[nH]c(C(=O)OC)c1CCC(=O)OC | -1% | -2 | 63 | -3%
FC(F)(F)c1ccccc1-c1nccc(NCc2ccccc2)n1 | -1% | · | · | 2%
Cc1ccccc1NC(=O)N1C2CCCC1CC(NC(=O)C(C)(C)C)C2 (stereo not given) | 2% | -11 | -23 | -1%
Cc1n[nH]c(C)c1S(=O)(=O)N1CCC(C(=O)O)CC1 | 5% | 0 | ? | 2%
N[C@]1(C(=O)O)CCc2cc(C(=O)O)ccc21 | -3% | -9 | · | 18%

Some of the entries above, reformatted:
Results follow in this order: 12-hLO inh, IMPase cell inh, PNC assembly inh, 15-hLO-2 inh
Cc1ccc(C)n1-c1cccc(C(=O)O)c1
    -1%, 5, 47, 33%[activator]
Cn1c(=O)n(CCc2ccccc2)c(=O)c2c1nc1n2CCCN1c1ccccc1
    6%, 5, ?, -4%
O=C(NC(Cc1ccccc1)C(=O)N1CCCC1C(=O)O)c1ccccc1 (stereo not given)
    -4%, 0, 25, 5%
CC(C)(C)c1ccc(O)c(O)c1
    -14%, ·, ·, 5µM*
COc1ccccc1CNC(=O)CS(=O)Cc1nc(-c2ccccc2C)oc1C (stereo not given)
    -1%, -6, 1, -5%
Cc1ccc2nc(C)c(C(=O)N/N=C/c3ccc(N4CCOCC4)cc3)cc2c1
    -3%, ·, 14, ·
COc1ccc(/C=C/C(=O)c2ccc(O)cc2)cc1CN1CCOCC1
    0%, ·, 16, ·
CCCCOc1ccc(C(=O)NCC(=O)OCC(=O)N2CCN(S(=O)(=O)c3ccc(C)cc3C)CC2)cc1
    -17%, ·, 25, ·
COc1cccc(-n2nc(C(=O)O)c3ccccc3c2=O)c1
    0%, -2, -23, 1%
CC(C)CCNC(=O)C(=O)NCCC1=CCCCC1
    -1%, ·, 45, ·
CCN1C(=C2C(=O)c3ccccc3C2=O)C=Cc2ccccc21
    -13%, -5, -10, -20%
CCOC(=O)c1c(C)[nH]c(C(=O)OC)c1CCC(=O)OC
    -1%, -2, 63, -3%
FC(F)(F)c1ccccc1-c1nccc(NCc2ccccc2)n1
    -1%, ·, ·, 2%

The list continues.
SMILES | 12-hLO inh | IMPase cell inh | PNC assembly inh | 15-hLO-2 inh
COc1cc([C@@H]2c3cc4c(cc3[C@H](O)[C@H]3COC(=O)[C@H]23)OCO4)cc(OC)c1OC | -3% | -1 | 33 | 0%
Cc1ccc(S(=O)(=O)/C(C#N)=C/c2c(N3CCC(C(N)=O)CC3)nc3c(C)cccn3c2=O)cc1 | ? | 9 | -14 | ?
CC(C)[C@H](CO)Nc1nc(Nc2cc(N)cc(Cl)c2)c2ncn(C(C)C)c2n1 | -7% | -1 | · | 45%[activator]
O=C(O)[C@@H](O)Cc1ccccn1 | 4%[11.4 µM] | · | · | -2%[11.4 µM]
Cc1ccc(S(=O)(=O)NCc2ccc(C(=O)NC3CC3)cc2)cc1 | -2% | · | 0 | ·
